V-ATPase pHluor = alters yeast V-ATPase proton transport | S. cerevisiae, pHLuorin cytosolic pH fluorescence | response, % at 10 µM | hit rate 0.37% among 350,000 | AID 504577; in the data active = response mostly above about 7.3%, no sharp cut-off; inactive = mostly below about 5.4%; also: actives read high; inactives centre near 0; some compounds called inactive have numbers as strong as hits; reference of the scale not given here
PKA-R1A activ = activates the PKA-R1A holoenzyme complex; PKA-R1A dissociation, Cy5-IP20 fluorescence polarization; scaled: DMSO 0%, 113 µM cGMP 100%; activation, % at 11.4 µM; hit rate 0.083% among 340,000; P00514+P68181;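 active = percent activation above the mean of all tested compounds plus 3 SD, cut at about 19% in these data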;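 also: higher means more PKAc released from R1A so a rise in polarization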
DSG3 Ab inh = human desmoglein-3 autoantibody binding inhibition. P32926. DSG3-coupled beads, scFv-anti-DSG3-GFP binding, flow cytometry; hits give low values. binding (percent of control), % at 10 µM. hit rate 0.48% among 310,000. AID 588358;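 active = binding more than 3 SD below its plate's average and above zero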;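 also: hits lower antibody fragment binding to DSG3; some compounds called inactive have numbers as strong as hits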
HTR5A inv ctr = HTR5A inverse agonism, opioid heterodimer counter-screen. P47898. hit rate 0.083% among 340,000. inhibition, % at 9.3 µM. HTR5A cell line, luminescence; in the data active = inhibition mostly above about 23%, no sharp cut-off; inactive = mostly below about 18%;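 also: 0% = cells with DMSO and 100% = no-cell wells with DMSO; some compounds called inactive have numbers as strong as hits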
Target sequence (P47898 whole entry, looked up): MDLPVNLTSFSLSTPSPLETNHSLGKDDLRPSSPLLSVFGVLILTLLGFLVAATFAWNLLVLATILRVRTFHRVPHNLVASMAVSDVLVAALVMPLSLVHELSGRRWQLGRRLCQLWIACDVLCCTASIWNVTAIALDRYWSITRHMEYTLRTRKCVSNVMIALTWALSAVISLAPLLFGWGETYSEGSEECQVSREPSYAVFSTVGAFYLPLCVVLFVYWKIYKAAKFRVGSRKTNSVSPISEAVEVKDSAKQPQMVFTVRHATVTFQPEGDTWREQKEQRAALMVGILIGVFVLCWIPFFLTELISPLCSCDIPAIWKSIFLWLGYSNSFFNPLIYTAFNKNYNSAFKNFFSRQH
MOR-DOR inv ag = inverse agonists of human mu-delta opioid receptor heterodimerization; hit rate 0.21% among 340,000; AID 504357; cell-based MOR-DOR heterodimer luminescence, inverse agonism; inhibition, % at 9.3 µM; in the data active = inhibition above about 22%, passing the limit was not always enough;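 also: 0% = cells with DMSO and 100% = wells without cells with DMSO; values of inactives mirror those of a sister screen read the other way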
HTR5A ag ctr = counter-screen for OPRM1-OPRD1 agonists: human HTR5A agonism | P47898 | HTR5A agonist assay, luminescence, cell-based | activation, % at 9.3 µM | hit rate 0.61% among 340,000; in the data active = activation mostly above about 9.5%, no sharp cut-off; inactive = mostly below about 7.6%;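 also: 0% = cells with vehicle only and 100% = reference agonist; strong numbers were not always called active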
PKA-R2B act = activates the human PKA-R2B holoenzyme complex; P22694+P31323; PKA-R2B holoenzyme dissociation, Cy5-IP20 fluorescence polarization; R2B truncated from residue 108, S112A mutant; 0% DMSO only, 100% 113 µM cGMP; activation, % at 11.4 µM; hit rate 0.079% among 340,000; AID 504700;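 active = activation above a cutoff set at the mean over all compounds plus 3 SD, cut at about 18% in these data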;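 also: higher means more holoenzyme dissociation and a rise in polarization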
Arrestin-AP2 inh = inhibitors of human beta-arrestin and AP2 interaction; FITC-arrestin peptide / GST-AP2 beads, flow cytometry; AP2 beta2 appendage carries R879A mutation; inhibition, % at 10 µM; hit rate 0.31% among 340,000; AID 504490;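 active = inhibition above a set limit, near 3 SD of compounds lacking own fluorescence, cut at about 54% in these data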;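 also: plate controls were DMSO wells for no effect and 5 µM unlabelled arrestin peptide for full effect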
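test system = AP2 appendage R879A on GSH beads | buffer or medium = PBS plus Tween 20 (0.05%) and BSA (0.1%) | incubation = 12 min plus 1 h, RT | detection = bead flow cytometry, FITC channel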
OPRM1-OPRD1 ag = OPRM1-OPRD1 heterodimerization agonism; hit rate 0.3% among 340,000; P35372+P41143; activation, % at 9.3 µM; AID 504326; cells, luminescence; in the data active = activation above about 18%;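 also: 0% = vehicle-treated cells and 100% = reference agonist; values of inactives mirror those of a sister screen read the other way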
DAGLB inhibitor = diacylglycerol lipase beta (human) inhibition. HEK293T DAGLB membrane lysate, EnzChek fluorogenic substrate. AID 504411. Q8NCG7. inhibition, % at 5.17 µM. hit rate 0.059% among 340,000; in the data active = inhibition above about 34%;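 also: 0% = enzyme with vehicle and 100% = wells lacking enzyme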
Target sequence (Q8NCG7 whole entry, looked up): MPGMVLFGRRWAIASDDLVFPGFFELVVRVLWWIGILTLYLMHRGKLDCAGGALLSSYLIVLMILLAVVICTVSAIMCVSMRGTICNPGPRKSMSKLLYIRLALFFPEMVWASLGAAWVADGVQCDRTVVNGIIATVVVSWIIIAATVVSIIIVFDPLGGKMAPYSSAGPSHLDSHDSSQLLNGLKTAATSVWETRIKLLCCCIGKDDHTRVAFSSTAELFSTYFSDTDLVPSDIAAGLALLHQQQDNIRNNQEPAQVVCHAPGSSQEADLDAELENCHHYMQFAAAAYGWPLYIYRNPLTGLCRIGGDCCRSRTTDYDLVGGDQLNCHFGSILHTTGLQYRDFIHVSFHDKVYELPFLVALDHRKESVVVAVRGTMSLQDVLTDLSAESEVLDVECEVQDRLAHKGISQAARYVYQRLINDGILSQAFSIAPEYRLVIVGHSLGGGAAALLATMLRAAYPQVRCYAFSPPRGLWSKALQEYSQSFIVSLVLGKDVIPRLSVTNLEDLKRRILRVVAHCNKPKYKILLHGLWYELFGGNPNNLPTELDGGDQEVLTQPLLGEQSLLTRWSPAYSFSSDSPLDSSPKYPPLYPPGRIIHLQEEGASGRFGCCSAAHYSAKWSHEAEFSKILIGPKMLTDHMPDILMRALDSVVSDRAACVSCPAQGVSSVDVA
* hit, by the source's call; nt = not tested or not shown.

SMILES	V-ATPase pHluor	PKA-R1A activ	DSG3 Ab inh	HTR5A inv ctr	MOR-DOR inv ag	HTR5A ag ctr	PKA-R2B act	Arrestin-AP2 inh	OPRM1-OPRD1 ag	DAGLB inhibitor
C[C@@H](C(=O)Nc1ccc2c(c1)OCCO2)n1c(=O)[nH]c2ccccc2c1=O	3	6	99	-3	10	-3	-6	-9	-1.9	2
COc1ccc2c(c1)cc(C(=O)N[C@@H](Cc1ccccc1)C(=O)N[C@@H](C)C(=O)O)n2C	1	-9	92	-1	23	0	2	37	-5.0	1
CN(C)S(=O)(=O)c1cccc(N=c2scc(-c3ccc4c(c3)NC(=O)CO4)n2CC2CCCO2)c1 (configuration not stated)	0	0	114	4	-6	0	7	4	1.5	0
CN(C)CC(=O)N1c2ccccc2Sc2ccc(Cl)cc21	0	3	103	-9	-12	3	2	3	1.6	1
COc1ccccc1C(NC(=O)CC(C)C)c1c(O)ccc2ccccc12 (configuration not stated)	0	7	124	13	19	-4	-2	2	-4.0	0
COCCCn1c(SCC(=O)Nc2ccccc2F)nnc1-c1ccoc1C	-3	3	116	-8	-13	3	-10	31	1.6	-2
Cc1onc(-c2ccccc2)c1C(=O)Nc1cccc(S(=O)(=O)NC2=NCCC2)c1	2	1	106	-1	4	-6	2	26	-0.9	-2
CCc1ccc(OCC(=O)NNC(=O)C2CCC2)cc1	2	4	98	10	6	-3	-2	-9	-0.9	-1
O=C(N/N=C\c1cc([N+](=O)[O-])ccc1N1CCOCC1)c1ccccn1	-2	5	108	3	4	-4	-4	2	-0.8	0
COc1c(F)c(F)c(C(=O)O)c(Nc2ccccc2)c1F	1	-1	94	-2	20	8	4	4	-3.8	4
CC(=O)N1CCN(c2ccc([N+](=O)[O-])cc2C#N)CC1	0	0	110	1	6	2	4	-1	-1.1	-3
CCC(C)C(N)C1=NC(C(=O)N[C@@H](CC(C)C)C(=O)N[C@H](CCC(=O)O)C(=O)N[C@H](C(=O)N[C@H]2CCCCNC(=O)[C@H](CC(N)=O)NC(=O)[C@@H](CC(=O)O)NC(=O)[C@H](Cc3cnc[nH]3)NC(=O)[C@@H](Cc3ccccc3)NC(=O)[C@H]([C@@H](C)CC)NC(=O)[C@@H](CCCN)NC2=O)[C@@H](C)CC)CS1 (some centres not stated)	-2	-13	nt	0	6	0	2	-6	-1.1	-2
Cc1sc(N2C(=O)C3C(C2=O)[C@H]2C=C[C@@H]3C2)c(C#N)c1C (some centres not stated)	-5	-2	107	-5	5	2	12	-4	-1.0	-3
O=C(c1cccc(S(=O)(=O)Nc2ccc(F)cc2)c1)N1CCC1	-2	-2	nt	-13	5	5	-2	25	-1.2	1
CC(C)(C)C1CCC2(CC1)C(C#N)=C(SCC(=O)Nc1ccccc1)NC(=O)C2C#N (configuration not stated)	0	-8	nt	-14	-40	5	-5	-6	9.6	0
CC[C@H](CO)Oc1cc(NCc2ccc(Cl)c(Cl)c2)c2ncn(C(C)C)c2c1	2	-15	108	-7	24	6	-7	4	-4.5	4
CC(c1ccco1)N(C(=O)c1cc(Cl)cc(Cl)c1)c1ccccn1 (configuration not stated)	2	-1	nt	3	12	-1	11	5	-1.8	-1
CC(C)CCOC(=O)C1[C@H]2C(=O)N(Cc3cccs3)C[C@]23C=C[C@H]1O3 (some centres not stated)	-6	-14	105	5	18	-2	-6	21	-3.3	-5
Cc1csc(NC(=O)CN2C(=O)C3CC=CCC3C2=O)n1 (configuration not stated)	-4	7	nt	5	3	-2	4	-6	-0.5	-2
N#Cc1ccccc1NC(=O)CSc1nnc(-c2ccc(F)cc2)n1-c1ccccc1	-3	14	107	-36	4	5	7	10	-0.9	-3
Cc1nn(-c2ccccc2)c(C)c1/C=N/NC(=O)c1cc(-c2ccc(Cl)s2)[nH]n1	-4	5	103	-24	-19	10	14	8	4.1	-1
CC(=O)CCC(=O)N1CCCC(CNC(=O)c2ccc(-c3ccccc3)cc2)C1 (configuration not stated)	3	-4	91	16	-2	0	-1	-3	0.4	3
CC1(C)CC(=O)c2sc(NC(=O)CN3CCOCC3)nc2C1	-3	-2	109	11	4	3	2	12	-0.7	3
Cc1cc2nnc(SCC(=O)NCC(c3ccccc3)N(C)C)n2c2ccccc12 (configuration not stated)	-1	4	112	4	14	-4	-3	-13	-2.6	0
COC(=O)[C@H](Cc1ccc(O)cc1)NC(=O)Cn1cnc2c(NCc3ccccc3)ncnc21	-1	-5	98	nt	nt	nt	1	26	nt	-3

Some of these compounds in order of molar mass, lowest first:
SMILES	V-ATPase pHluor	PKA-R1A activ	DSG3 Ab inh	HTR5A inv ctr	MOR-DOR inv ag	HTR5A ag ctr	PKA-R2B act	Arrestin-AP2 inh	OPRM1-OPRD1 ag	DAGLB inhibitor
O=C(N/N=C\c1cc([N+](=O)[O-])ccc1N1CCOCC1)c1ccccn1	-2	5	108	3	4	-4	-4	2	-0.8	0
COC(=O)[C@H](Cc1ccc(O)cc1)NC(=O)Cn1cnc2c(NCc3ccccc3)ncnc21	-1	-5	98	nt	nt	nt	1	26	nt	-3
CCC(C)C(N)C1=NC(C(=O)N[C@@H](CC(C)C)C(=O)N[C@H](CCC(=O)O)C(=O)N[C@H](C(=O)N[C@H]2CCCCNC(=O)[C@H](CC(N)=O)NC(=O)[C@@H](CC(=O)O)NC(=O)[C@H](Cc3cnc[nH]3)NC(=O)[C@@H](Cc3ccccc3)NC(=O)[C@H]([C@@H](C)CC)NC(=O)[C@@H](CCCN)NC2=O)[C@@H](C)CC)CS1 (some centres not stated)	-2	-13	nt	0	6	0	2	-6	-1.1	-2

A few values from the entries so far:
In V-ATPase pHluor, CC(C)(C)C1CCC2(CC1)C(C#N)=C(SCC(=O)Nc1ccccc1)NC(=O)C2C#N (configuration not stated) has 0
In PKA-R1A activ, Cc1csc(NC(=O)CN2C(=O)C3CC=CCC3C2=O)n1 (configuration not stated) has 7
In DAGLB inhibitor, CC(=O)CCC(=O)N1CCCC(CNC(=O)c2ccc(-c3ccccc3)cc2)C1 (configuration not stated) has 3
In DAGLB inhibitor, COCCCn1c(SCC(=O)Nc2ccccc2F)nnc1-c1ccoc1C has -2
In DSG3 Ab inh, Cc1onc(-c2ccccc2)c1C(=O)Nc1cccc(S(=O)(=O)NC2=NCCC2)c1 has 106
In DAGLB inhibitor, Cc1cc2nnc(SCC(=O)NCC(c3ccccc3)N(C)C)n2c2ccccc12 (configuration not stated) has 0

(cont.)
SMILES	V-ATPase pHluor	PKA-R1A activ	DSG3 Ab inh	HTR5A inv ctr	MOR-DOR inv ag	HTR5A ag ctr	PKA-R2B act	Arrestin-AP2 inh	OPRM1-OPRD1 ag	DAGLB inhibitor
O=C(NNC(=O)c1cc2ccccc2cc1O)Nc1ccc(Br)cc1	-3	-6	108	0	0	0	-10	-7	-0.1	2
CCc1ccc(-c2csc3ncn(Cc4ccc(C(=O)O)cc4)c(=O)c23)cc1	4	2	104	2	14	-1	3	-11	-2.6	4
CCCCC(CC)CNC(=O)c1cc2ccccc2c(=O)o1 (configuration not stated)	-1	-10	87	-3	0	-3	-5	22	0.0	-15
O=C(Cn1cc(C(=O)COc2ccccc2)c2ccccc21)NCc1ccco1	3	-3	112	-10	14	0	-4	-5	-2.5	-3
COc1cc(C2c3cc4c(cc3C3OC(=O)C2C3CO)OCO4)cc(OC)c1OC (configuration not stated)	-5	-13	108	nt	nt	nt	-5	nt	nt	1
CCn1cc(S(=O)(=O)Nc2cccnc2)cn1	-4	0	111	7	37*	-10	-3	-23	-6.9	-3
c1ccc(C(c2nnnn2Cc2ccco2)N2CCN(c3nc4ccccc4s3)CC2)cc1 (configuration not stated)	-3	-7	97	-12	0	1	11	-1	0.1	1
COc1ccccc1NS(=O)(=O)c1cc(NC(=O)c2cc[n+]([O-])cc2)ccc1N1CCCC1	-4	9	95	1	-2	0	1	27	0.3	2
COc1ccc(CNC(=O)COC(=O)c2ccco2)cc1	1	-6	107	-13	13	2	-1	35	-2.6	0
FC(F)(F)c1ccc2c3n(nc2c1)CCN=C3c1ccc(Cl)cc1	-3	-12	105	7	0	-3	0	0	0.1	-2
Cc1nonc1NCn1nnc2ccccc21	-2	-6	104	14	4	3	-10	1	-0.8	-4
CC(C)(C)N1C(=O)c2ccc(C(=O)NCc3ccco3)cc2C1=O	5	-6	60	4	2	-3	-9	29	-0.4	0
CCOC(=O)c1ccc(NC(=O)c2sc3nc(N4CCOCC4)c4c(c3c2N)CCCC4)cc1	-3	-12	98	-20	14	-4	-5	8	-2.7	-1
Cc1cc(=S)cc(C)n1CCCO	2	-17	99	-33	14	12	-6	9	-3.3	1
Clc1nccc(NCc2ccccc2)n1	0	7	101	7	12	3	4	7	-2.3	0
CC(=O)NN1CCc2cc3ccc(C)cc3nc21	-4	-11	94	-13	10	3	-15	8	-1.8	1
CC1CCc2nc(NC(=O)c3ccc(S(=O)(=O)N4CCCc5ccccc54)cc3)sc2C1 (configuration not stated)	-2	-4	95	-8	-10	5	-3	3	1.8	-7
COC(=O)C1(CCSC)NC(c2ccc(OC)cc2OC)C2C(=O)N(c3cccc(C(C)=O)c3)C(=O)C21 (configuration not stated)	3	9	117	-1	15	0	8	2	-3.1	2
C[C@@H]1CCCCO[C@H](CN(C)Cc2ccc(C(F)(F)F)cc2)[C@@H](C)CN([C@H](C)CO)C(=O)c2cc(NS(=O)(=O)c3cn(C)cn3)ccc2O1	0	-1	nt	nt	nt	nt	6	nt	nt	0
c1ccc(-c2cccc(-c3ccccn3)n2)nc1	-2	0	101	-2	14	1	2	1	-2.6	-1
CNc1nc(SCC(=O)Nc2ccccc2)nc(N2CCOCC2)n1	3	-8	100	10	9	0	7	-2	-1.8	-1
COc1cc(OC)cc(-c2nc3nc(C)c(CCC(=O)NCc4ccco4)c(C)n3n2)c1	1	-7	106	5	8	4	5	1	-1.8	2
Cc1ccc(C)c(OCCn2nnc3ccccc32)c1	-1	-10	120	8	9	-3	-13	-3	-1.6	-5
C/C(Cn1nc([N+](=O)[O-])cc1C)=N\NC(=O)COc1ccccc1[N+](=O)[O-]	2	-3	110	-2	6	1	-2	31	-0.8	-1
COc1cccc(OC)c1C(=O)Nc1ccc2c(c1)Cc1ccccc1-2	-4	-7	100	-1	6	0	-10	-4	-1.3	-2
CC1C(=O)N2CCCc3cc(S(=O)(=O)N4CCCCC4)cc1c32 (configuration not stated)	0	-4	104	8	12	-3	-7	-3	-1.9	-2
COc1ccccc1NC(=S)N1CCn2cccc2C1c1cccnc1 (configuration not stated)	-1	-4	125	9	14	-5	-1	13	-2.7	2

Screening results deposited in PubChem by several laboratories.
